Myeloid diff 2 = promotes myeloid progenitor differentiation; 360,000 tested, 1% active; AID 624256; ER-HoxA9 myeloid progenitors, lysozyme-GFP differentiation, flow cytometry; calls only at 10 µM;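 active = normalized GFP-positive differentiation at or above the plate's own cutoff, the solvent-only control mean plus 3 SD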;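 also: cells exposed to compound for four days before flow analysis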
NOD2 inhibition = inhibition of NOD2-driven NF-kB reporter – cell-based, luminescence, uHTS, HEK293 (AID 1566) | HEK293 NOD2/NF-kB luciferase reporter, luminescence; higher % means a stronger effect | inhibition, % at 4 µM; hits with a dose series show EC50 in µM | 290,000 tested, 0.63% active; also: many of its hits are not listed in these tables
NOD1 inhibition = inhibition of NOD1-driven NF-kB reporter – cell-based, luminescence, uHTS, primary screen (AID 1578); NOD1-driven NF-kB luciferase reporter cells, luminescence; higher % means a stronger effect; one-dose inhibition, % at 4 µM; EC50 in µM for titrated hits; 290,000 tested, 1% active; in the data active = inhibition mostly above about 36%, no sharp cut-off; inactive = mostly below about 34%;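 also: HEK-293T reporter cells stimulated with the NOD1 agonist gamma-tri-DAP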
KOR beta-arrestin-1 = KOR antagonists, beta-arrestin recruitment, cell-based, luminescence, uHTS (AID 1778); one-dose inhibition, % at 10 µM; IC50 in µM for titrated hits; 290,000 tested, 0.091% active; KOR beta-arrestin recruitment, luminescence, antagonist mode; higher % means a stronger effect; also: strong numbers were not always called active
KOR beta-arrestin-2 = KOR agonists, beta-arrestin recruitment, primary screen, cell-based, luminescence, uHTS (AID 1777). KOR beta-arrestin recruitment, luminescence; higher % means a stronger effect. activation, % at 10 µM, or EC50 in µM where a hit was titrated. 280,000 tested, 0.02% active; in the data active = activation above about 50%, passing the limit was not always enough; also: a part of the inactive calls stands beside numbers as strong as those of hits
HIV peptide binding = inhibitors of HIV fusion peptide binding, primary screen, biochemical, uHTS, fluorescence dequenching (AID 1986); cell-free peptide binding, fluorescence dequenching, 30 min; higher % means a stronger effect; inhibition, % at 20 µM, or IC50 in µM where a hit was titrated; 290,000 tested, 0.3% active; in the data active = inhibition mostly above about 52%, no sharp cut-off; inactive = mostly below about 76%; also: some results filed as inactive read as strong as hits
GPR55 antagonists = inhibition of LPI-stimulated GPR55 beta-arrestin translocation – imaging, U2OS, beta-arrestin-GFP, LPI agonist, primary screen (AID 2013). U2OS GPR55 beta-arrestin-GFP translocation imaging, LPI antagonism; higher % means a stronger effect. inhibition, % at 10 µM, or IC50 in µM where a hit was titrated. 290,000 tested, 0.13% active;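 active = spots per cell inhibited over 60%, with over 100 cells counted and total cytoplasm intensity under 500,000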;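 also: U2OS cells stably carrying GPR55 and arrestin-GFP stimulated by 5 µM LPI near EC80; imaged beta-arrestin-GFP aggregate spots per cell after agonist stimulation; plate controls were LPI-stimulated DMSO wells for no effect and DMSO wells without LPI for full effect; some results filed as inactive read as strong as hits; confirmed hits need IC50 under 10 µM and bright autofluorescent wells are also inconclusive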
GPR35 antagonists = inhibition of zaprinast-stimulated GPR35 beta-arrestin translocation – imaging, U2OS, beta-arrestin-GFP, zaprinast agonist, primary screen (AID 2058). U2OS GPR35 beta-arrestin-GFP translocation imaging, zaprinast antagonism; higher % means a stronger effect. inhibition, % at 10 µM; hits with a dose series show IC50 in µM. 290,000 tested, 0.052% active;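 active = inhibition of at least 50% with at least 30 cells and total cytoplasm GFP at most 10,000,000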
GPR55 activation = GPR55 agonists via beta-arrestin recruitment, primary screen, imaging, U2OS cells, beta-arrestin-GFP redistribution (AID 1961) | U2OS GPR55 beta-arrestin-GFP redistribution imaging; higher % means a stronger effect | one-dose activation, % at 10 µM; EC50 in µM for titrated hits | 290,000 tested, 0.048% active;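 active = activation above 40% with more than 50 cells counted in the well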;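 also: U2OS osteosarcoma cells stably expressing GPR55 and beta-arrestin-GFP; plate controls were DMSO negative control for no effect and LPI positive control for full effect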
Myeloid diff 2 GFP+ MAC1+ % = further read-out of Myeloid diff 2, marked with its call; GFP+ MAC1+ double positive, %; measured here: differentiation confirmed by MAC1 staining
An asterisk follows results filed as active; i = inactive; / = no result given; + = active, no number; [ ] = remark or other dose. Rule as the data show it, unless noted: active = inhibition above about 50%; inactive = the rest.

1: COC(=O)c1c(S(N)(=O)=O)c2ccccc2n1C
2: Fc1ccccc1OCCSc1nc2ccccc2o1
3: COc1cc2nc(CN(C)Cc3ccc(SC)cc3)[nH]c(=O)c2cc1OC
4: COc1ccccc1CN1CC(C(=O)N(C)CCOc2ccccc2)CCC1=O (stereo unspecified)
5: CCOC(=O)C1CCCN(Cc2nc(C3CC3)no2)C1 (stereo unspecified)
6: O=C(N/C(=C/c1cccs1)C(=O)N1CCCC1)c1ccccc1
7: Cn1cc(S(=O)(=O)N2CCCC2)cc1C(=O)NCCc1ccccc1
8: COc1ccc2ccccc2c1CNCCN1CCOCC1
assay / compound,1,2,3,4,5,6,7,8
Myeloid diff 2,i,i,i,i,i,i,i,i
Myeloid diff 2 GFP+ MAC1+ %,1.3,0.7,0.3,0.4,0.5,0.5,4.2,0.4
NOD2 inhibition,5.7%,-23.7%,9.3%,6.6%,-6.5%,0.6%,10.2%,-1.1%
NOD1 inhibition,-9.5%,-30.0%,-1.2%,-13.6%,-9.4%,-34.8%,-8.7%,-25.7%
KOR beta-arrestin-1,-12.6%,5.4%,-11.9%,-29.8%,-2.0%,4.4%,3.8%[20 µM],11.8%
KOR beta-arrestin-2,7.5%,-0.9%,-1.2%,5.1%,-0.7%,-2.4%,-1.2%,-5.7%
HIV peptide binding,0.7%,-1.1%,-1.0%,0.0%,0.3%,-1.2%,-0.2%,1.6%
GPR55 antagonists,-2.8%,4.8%,-4.8%,4.1%,-5.2%,-1.8%,0.3%,3.8%
GPR35 antagonists,-7.8%,-9.8%,9.9%,-8.1%,7.7%,8.8%,-7.8%,1.3%
GPR55 activation,-0.3%,-0.1%,-0.1%,-0.2%,0.0%,-0.1%,1.2%,-0.2%

9: COc1ccc(NC(=O)CCNS(=O)(=O)c2ccc3c(c2)CC(C)N3C(=O)C2CC2)cc1 (stereo unspecified)
10: CCc1nnc(NC(=O)Cc2cc(OC)c(OC)c(OC)c2)s1
11: O=C(COC(=O)COc1ccccc1)Nc1ccccc1OC(F)F
12: O=C(NC(=S)N(Cc1ccccc1)c1ccccn1)C1CCCCC1
13: COc1cc(C2c3c(oc4ccccc4c3=O)C(=O)N2c2ccc(C)cn2)ccc1O (stereo unspecified)
14: CN(C)CCN1C(=O)C2C3C=CC(C3)C2C1=O (stereo unspecified)
15: Nc1cc(OC(=O)c2ccccc2Br)nn1S(=O)(=O)c1ccccc1
16: O=C(NCCc1ccncc1)Nc1ccc(Cl)cc1
assay / compound,9,10,11,12,13,14,15,16
Myeloid diff 2,i,i,i,i,i,i,i,i
Myeloid diff 2 GFP+ MAC1+ %,1.5,0.3,1.0,0.3,1.4,0.6,1.5,0.7
NOD2 inhibition,5.1%,13.0%,8.1%,-3.2%,-14.8%,1.5%,-4.2%,7.4%
NOD1 inhibition,-27.3%,-34.5%,-8.1%,-33.4%,-25.2%,-43.6%,8.3%,-12.5%
KOR beta-arrestin-1,-41.5%,27.8%,-17.1%,7.3%,-15.1%,-29.8%[20 µM],3.6%,17.5%
KOR beta-arrestin-2,0.9%,-10.6%,-7.6%,10.6%,-2.5%,/,-0.6%,-1.7%
HIV peptide binding,1.0%,1.0%,-1.3%,-0.9%,-2.0%,-0.7%,6.9%,-0.7%
GPR55 antagonists,2.8%,15.3%,3.4%,9.7%,7.9%,7.1%,8.8%,12.5%
GPR35 antagonists,3.7%,5.1%,-1.9%,11.8%,0.4%,15.7%,0.6%,13.9%
GPR55 activation,-0.2%,-0.1%,0.8%,0.1%,0.5%,-0.1%,-0.2%,0.0%

17: CSc1nc(N)nc(N(C)C)n1
18: Cc1ccc(C(=O)C[n+]2cccc3ccccc32)cc1
19: Cc1nonc1C(=O)N/N=C/c1ccncc1
20: Cc1ccc(NC(=O)C(=O)NCCN2CCN(C(=S)Nc3ccccc3)CC2)cc1
21: O=C(O)[C@H]1CCCC[C@H]1C(=O)NCCNC(=O)[C@@H]1CCCC[C@@H]1C(=O)O
22: CCCOc1cccc(C(=O)NCCNC(=O)c2ccccn2)c1
23: COc1ccccc1CC(=O)NC1CC(C)(C)NC(C)(C)C1
24: CCc1nnc(NC(=O)C2CCCN(c3nc(C)cc(C)n3)C2)s1 (stereo unspecified)
25: CCOC(=O)c1c(NC(=O)CSc2nnc(C)c(=O)[nH]2)sc2c1CCCC2
assay / compound,17,18,19,20,21,22,23,24,25
Myeloid diff 2,i,+,i,i,i,i,i,i,i
Myeloid diff 2 GFP+ MAC1+ %,0.7,12.4*,0.3,0.5,0.6,1.4,0.2,6.6,1.5
NOD2 inhibition,6.2%,21.2%,-0.1%,7.4%,-4.5%,-13.1%,18.5%,-1.3%,21.6%
NOD1 inhibition,-4.0%,-1.5%,-31.8%,13.7%,-13.1%,1.4%,17.8%,4.1%,11.2%
KOR beta-arrestin-1,19.0%,28.7%,-8.6%[20 µM],-12.1%,-3.3%,-33.5%,-39.2%,28.8%,-25.2%
KOR beta-arrestin-2,0.1%,-4.2%,/,-1.4%,/,1.2%,-0.7%,12.6%,-1.2%
HIV peptide binding,0.7%,7.1%,1.1%,-1.3%,0.9%,1.5%,-2.1%,3.9%,15.8%
GPR55 antagonists,10.3%,5.2%,5.8%,7.3%,5.1%,-14.8%,9.9%,15.0%,-9.7%
GPR35 antagonists,8.5%,0.4%,-1.7%,-3.8%,-8.2%,2.8%,16.6%,7.3%,-2.8%
GPR55 activation,0.2%,-0.3%,-0.1%,-0.2%,-0.1%,0.0%,-0.3%,-0.2%,-0.1%

Given in markdown: entries from further up
| nr | mol | Myeloid diff 2 | Myeloid diff 2 GFP+ MAC1+ % | NOD2 inhibition | NOD1 inhibition | KOR beta-arrestin-1 | KOR beta-arrestin-2 | HIV peptide binding | GPR55 antagonists | GPR35 antagonists | GPR55 activation |
| --- | --- | --- | --- | --- | --- | --- | --- | --- | --- | --- | --- |
| 14 | CN(C)CCN1C(=O)C2C3C=CC(C3)C2C1=O (stereo unspecified) | i | 0.6 | 1.5% | -43.6% | -29.8%[20 µM] | / | -0.7% | 7.1% | 15.7% | -0.1% |
| 15 | Nc1cc(OC(=O)c2ccccc2Br)nn1S(=O)(=O)c1ccccc1 | i | 1.5 | -4.2% | 8.3% | 3.6% | -0.6% | 6.9% | 8.8% | 0.6% | -0.2% |
| 16 | O=C(NCCc1ccncc1)Nc1ccc(Cl)cc1 | i | 0.7 | 7.4% | -12.5% | 17.5% | -1.7% | -0.7% | 12.5% | 13.9% | 0.0% |
| 17 | CSc1nc(N)nc(N(C)C)n1 | i | 0.7 | 6.2% | -4.0% | 19.0% | 0.1% | 0.7% | 10.3% | 8.5% | 0.2% |
| 18 | Cc1ccc(C(=O)C[n+]2cccc3ccccc32)cc1 | + | 12.4* | 21.2% | -1.5% | 28.7% | -4.2% | 7.1% | 5.2% | 0.4% | -0.3% |
| 19 | Cc1nonc1C(=O)N/N=C/c1ccncc1 | i | 0.3 | -0.1% | -31.8% | -8.6%[20 µM] | / | 1.1% | 5.8% | -1.7% | -0.1% |
| 20 | Cc1ccc(NC(=O)C(=O)NCCN2CCN(C(=S)Nc3ccccc3)CC2)cc1 | i | 0.5 | 7.4% | 13.7% | -12.1% | -1.4% | -1.3% | 7.3% | -3.8% | -0.2% |
| 21 | O=C(O)[C@H]1CCCC[C@H]1C(=O)NCCNC(=O)[C@@H]1CCCC[C@@H]1C(=O)O | i | 0.6 | -4.5% | -13.1% | -3.3% | / | 0.9% | 5.1% | -8.2% | -0.1% |
| 22 | CCCOc1cccc(C(=O)NCCNC(=O)c2ccccn2)c1 | i | 1.4 | -13.1% | 1.4% | -33.5% | 1.2% | 1.5% | -14.8% | 2.8% | 0.0% |
| 23 | COc1ccccc1CC(=O)NC1CC(C)(C)NC(C)(C)C1 | i | 0.2 | 18.5% | 17.8% | -39.2% | -0.7% | -2.1% | 9.9% | 16.6% | -0.3% |
| 24 | CCc1nnc(NC(=O)C2CCCN(c3nc(C)cc(C)n3)C2)s1 (stereo unspecified) | i | 6.6 | -1.3% | 4.1% | 28.8% | 12.6% | 3.9% | 15.0% | 7.3% | -0.2% |
| 25 | CCOC(=O)c1c(NC(=O)CSc2nnc(C)c(=O)[nH]2)sc2c1CCCC2 | i | 1.5 | 21.6% | 11.2% | -25.2% | -1.2% | 15.8% | -9.7% | -2.8% | -0.1% |

Compound activity as filed in PubChem.

A portion of the library; rates above refer to the full screens.
